APOBEC3G inh: APOBEC3G (human) deaminase inhibition; inhibition, % at 20 µM; recombinant A3G, ssDNA deamination FAM/TAMRA fluorescence; 0.28% of 330,000 active;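 active = inhibition of at least 40% at 20 µM, with no more than 30% in the related APOBEC3A deaminase screen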;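 also: plate controls were DMSO wells with A3G for no effect and wells lacking A3G enzyme for full effect; some compounds called inactive have numbers as strong as hits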
Target sequence (Q9HC16 whole entry, looked up): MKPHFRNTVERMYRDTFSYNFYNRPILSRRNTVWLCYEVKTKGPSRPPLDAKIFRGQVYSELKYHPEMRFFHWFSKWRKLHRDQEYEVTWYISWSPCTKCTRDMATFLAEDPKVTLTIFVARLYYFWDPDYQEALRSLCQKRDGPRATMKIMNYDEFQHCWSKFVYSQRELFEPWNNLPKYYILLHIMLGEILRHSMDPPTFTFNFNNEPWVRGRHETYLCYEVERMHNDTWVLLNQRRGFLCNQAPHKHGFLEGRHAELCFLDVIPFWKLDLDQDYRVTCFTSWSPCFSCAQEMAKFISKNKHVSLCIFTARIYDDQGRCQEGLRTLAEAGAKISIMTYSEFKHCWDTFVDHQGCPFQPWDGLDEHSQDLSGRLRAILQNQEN
MPTP inh: blocks calcium-induced mitochondrial swelling; 1.4% of 360,000 active; isolated mouse mitochondria, Ca2+ swelling absorbance, 30 min; inhibition, % at 10 µM; AID 602449;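 active = inhibition of 50% or more, scaled per plate between neutral and stimulator controls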;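 also: 0% = DMSO wells given calcium and 100% = 1 mM EGTA wells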
EBI2 block: antagonists of human EBI2 receptor | EBI2 beta-arrestin recruitment, luminescence, 7a,25-OHC stimulated | P32249 | 0.81% of 360,000 active | inhibition, % at 5 µM; in the data active = inhibition above about 38%;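 also: enzyme fragment complementation signal reports receptor beta-arrestin coupling in cells; 0% = agonist plus DMSO wells and 100% = wells without agonist; some results beyond the cut were filed as inactive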
CXCR6 block: blocks human CXCR6 beta-arrestin recruitment | 0.36% of 360,000 active | CHO-K1 PathHunter CXCR6 beta-arrestin, luminescence | inhibition, % at 20 µM | O00574 | AID 602244; in the data active = inhibition above about 34%, passing the limit was not always enough;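 also: antagonist mode with CXCL16 agonist at 10 nM final; 0% = 10 nM CXCL16 with DMSO and 100% = unstimulated wells without agonist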
Target sequence (O00574 whole entry, looked up): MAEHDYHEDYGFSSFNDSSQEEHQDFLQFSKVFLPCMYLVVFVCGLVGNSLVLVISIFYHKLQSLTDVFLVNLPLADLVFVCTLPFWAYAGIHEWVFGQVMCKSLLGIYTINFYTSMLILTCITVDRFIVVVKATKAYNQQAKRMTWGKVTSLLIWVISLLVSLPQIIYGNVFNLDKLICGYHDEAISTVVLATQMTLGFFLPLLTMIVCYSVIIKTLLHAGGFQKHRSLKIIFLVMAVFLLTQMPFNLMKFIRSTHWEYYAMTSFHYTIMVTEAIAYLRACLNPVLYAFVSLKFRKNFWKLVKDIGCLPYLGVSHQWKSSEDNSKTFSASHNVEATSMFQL
CCR6 antagonist: CCR6 (human) receptor antagonism. P51684. CHO-K1 CCR6 PathHunter beta-arrestin, luminescence, CCL20-stimulated. inhibition, % at 20 µM. 0.49% of 340,000 active;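 active = compounds whose inhibition of the agonist-driven luminescence signal at 20 µM reaches about 50%, limit read from the data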;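 also: cells stimulated with CCL20 at 14 nM final; plate controls were DMSO with CCL20 for no effect and DMSO without agonist for full effect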
NR3A LBD binder: modulators (binders) of human NR3A ligand-binding domain; NR3A LBD differential scanning fluorimetry, Tm shift; 0% = protein alone, 100% = glycine-bound protein; Tm shift relative to glycine control, % at 25 µM; 2.5% of 340,000 active; AID 1259313;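 active = melting temperature shift of at least 10% of the positive control shift, at one fixed dose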
Gli-Sufu block: antagonists of Gli-Sufu signaling. AID 588413. Sufu-KO-LIGHT fibroblasts, Gli luciferase reporter luminescence. 0.74% of 340,000 active. inhibition, % at 5 µM;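 active = inhibition above about 55%, limit read from the data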;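 also: 0% = DMSO-treated cells and 100% = wells with medium but no cells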
APOBEC3A inh: human APOBEC3A DNA deaminase inhibition; 0.41% of 330,000 active; recombinant A3A, FAM/TAMRA ssDNA deamination fluorescence; AID 493011; inhibition, % at 20 µM; P31941;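 active = at least 40% inhibition at 20 µM here, with at most 30% in a related deaminase screen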;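 also: plate controls were A3A with DMSO for no effect and wells lacking A3A enzyme for full effect; some results filed as inactive read as strong as hits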
Target sequence (P31941 whole entry, looked up): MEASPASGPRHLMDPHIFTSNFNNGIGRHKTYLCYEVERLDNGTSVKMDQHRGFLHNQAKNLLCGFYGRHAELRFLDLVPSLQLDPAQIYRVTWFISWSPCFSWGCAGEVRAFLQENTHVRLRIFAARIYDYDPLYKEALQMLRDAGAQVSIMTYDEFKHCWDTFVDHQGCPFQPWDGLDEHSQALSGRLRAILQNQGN
* marks the source's active call; other numbers are inactive results; . = no result given.

SMILES	APOBEC3G inh	MPTP inh	EBI2 block	CXCR6 block	CCR6 antagonist	NR3A LBD binder	Gli-Sufu block	APOBEC3A inh
COc1ccccc1N1CCN(C(=S)Nc2ccc3nc(N4CCOCC4)cc(C)c3c2)CC1	-2	1.3	0	-5	11	-6	32	0
O=C(CCC(=O)NC1CCCCC1)N/N=C/c1ccncc1	-14	1.6	0	-12	-9	-5	-11	-5
COc1cc2c(cc1OC)[C@H](Cc1ccc(O)cc1)NCC2	22	0.5	-4	-4	4	9	2	-3
CCOc1ccc(C(C)=O)cc1COC(=O)CCc1cc(OC)c(OC)c(OC)c1	-8	-0.3	8	10	7	-1	-10	6
Cc1cc(NCCCCCCCNc2cc(C)nc3cc([N+](=O)[O-])ccc23)c2ccc([N+](=O)[O-])cc2n1	.	33	-1	0	6	-1	13	.
O=S(=O)(Nc1ccccc1N1CCOCC1)c1c(F)cc(F)cc1Br	-4	0.6	6	7	2	0	-6	-2
Nc1nc(-c2ccccc2)c(C(=O)Nc2ccccc2)s1	2	0.2	-4	7	13	-3	-4	-2
CC(=O)N(Cc1cc2c(C)cc(C)cc2[nH]c1=O)C1CCCCC1	-5	-0.6	-1	-1	14	-1	-7	-3
CCn1cc(C(=O)OCC(=O)Nc2ccc(C(C)C)cc2)c(=O)c2ccc(C)nc21	4	-1.4	-8	1	-5	-2	-2	2
CN(C)c1cccc(C(=O)NCC2CCCO2)c1 (centres undefined)	-6	-3.3	0	-9	10	0	3	-4
C(=NOCCc1ccccc1)c1ccncc1	.	-0.3	0	5	8	0	-51	.
COc1ccc(NC(=O)CCSc2ccc(F)cc2)cc1	-4	-3.1	-1	4	9	-4	-13	-6
COc1cc(CC(NC(C)=O)C(=O)NC2CCN(C(=O)Nc3ccc(C)cc3)CC2)cc(OC)c1 (centres undefined)	-4	1.2	0	-3	2	-2	-20	-1
O=C(NCC1CCN(Cc2ccccc2F)CC1)Nc1cc(F)ccc1F	1	0.8	11	-8	18	0	9	0
O=C(Nc1ccccc1N1CCN(c2ccccc2)CC1)c1cccc(F)c1	-2	2.3	7	8	23	-1	30	5
Cc1ccc(C(=O)CSc2ccccn2)cc1	-6	0.1	3	-1	17	11*	-9	-2
Cc1ccccc1NC(=O)c1nnn(-c2ccc3c(c2)OCCO3)c1N	-3	0.6	4	-2	15	-2	-109	0
COc1ccc2[nH]c3c(c2c1)CCN1C(=O)C(CC(=O)NC(C)(C)C)C[C@H](C(=O)N2CCCCC2)[C@@]31C (some centres undefined)	-2	-1.4	1	-10	12	0	0	3
Cc1cccc(OCCC(=O)Nc2ccc(F)c(F)c2)c1	-2	0.6	-4	-2	3	-1	18	-3
COc1ccc2c(=O)c3c(=O)n(Cc4ccco4)c(-c4cc(OC)c(OC)c(OC)c4)nc3oc2c1	24	2.1	1	4	-7	-2	3	4
CCN(CC(=O)Nc1c(F)cccc1F)C(=O)/C=C/c1ccc(OCC#N)c(OC)c1	-6	1.1	0	-1	2	2	4	0
O=C1CC[C@@H]2CC3(C[C@@H]4CCN1[C@H]24)Nc1ccccc1NC3=NC1CCCCC1 (some centres undefined)	.	-1.4	3	-3	1	-7	11	.
CC(C)N(C(=O)C[n+]1ccc(/C=N/O)cc1)C(C)C	-5	0.2	-20	-1	0	1	-1	0
CCc1ccc(OCC(=O)NC2CCCCC2)c(Br)c1	2	-0.8	7	-1	-2	-2	-92	-1
Cc1ccc(C)c(N2CCN(S(=O)(=O)c3ccc4c(c3)NC(=O)CS4)CC2)c1	-7	-0.1	11	1	16	-9	1	-4

Not a retest: 5 of the compounds above.
SMILES	APOBEC3G inh	MPTP inh	EBI2 block	CXCR6 block	CCR6 antagonist	NR3A LBD binder	Gli-Sufu block	APOBEC3A inh
O=C(Nc1ccccc1N1CCN(c2ccccc2)CC1)c1cccc(F)c1	-2	2.3	7	8	23	-1	30	5
Cc1ccc(C(=O)CSc2ccccn2)cc1	-6	0.1	3	-1	17	11*	-9	-2
Cc1ccccc1NC(=O)c1nnn(-c2ccc3c(c2)OCCO3)c1N	-3	0.6	4	-2	15	-2	-109	0
COc1ccc2[nH]c3c(c2c1)CCN1C(=O)C(CC(=O)NC(C)(C)C)C[C@H](C(=O)N2CCCCC2)[C@@]31C (some centres undefined)	-2	-1.4	1	-10	12	0	0	3
Cc1cccc(OCCC(=O)Nc2ccc(F)c(F)c2)c1	-2	0.6	-4	-2	3	-1	18	-3

Additional entries
SMILES	APOBEC3G inh	MPTP inh	EBI2 block	CXCR6 block	CCR6 antagonist	NR3A LBD binder	Gli-Sufu block	APOBEC3A inh
N#C/C(=C(/O)c1ccc(-c2cccc([N+](=O)[O-])c2)o1)c1nc2ccccc2s1	-5	98*	8	4	23	2	16	-1
CC(C)(CC1(C)NC(=O)NC1=O)OCc1ccccc1 (centres undefined)	.	-1.0	0	-5	-1	2	-1	.
O=C(NCC(=O)N(CC1CCCO1)C(C(=O)NC1CCCC1)c1cccnc1)c1ccco1 (centres undefined)	-2	1.7	-7	-2	22	0	5	1
CN(C)c1ccc(NC(=O)c2ccc3c(c2)nnn3C)cc1	-7	0.8	-6	-1	-14	-1	-11	-6
CCOC(=O)C1(Cc2cccc(Cl)c2)CCCN(C(=O)c2cccc(C)n2)C1 (centres undefined)	0	-0.2	8	-9	5	0	-9	4
Cc1ccc(C(=O)O/N=C(\N)c2ccccc2)c(Cl)c1	-6	2.0	12	-4	-5	5	3	-2
Cc1cc(-c2[nH]nc3c2C(c2ccc(Cl)cc2)C(C#N)=C(N)O3)c(C)s1 (centres undefined)	-4	-12	0	-5	-11	-8	6	-5
O=C(O)c1ccc(Nc2cnc3ccccc3n2)cc1	-7	-1.2	-4	3	17	0	-26	-1
CC1CCc2nc(NC(=O)C3COc4ccccc4O3)sc2C1 (centres undefined)	4	0.8	11	0	22	-5	-10	2
CC(C)Cn1nc(NC(=O)C2CCCO2)c2cc3ccccc3nc21 (centres undefined)	-8	-1.4	-10	2	-4	0	-2	-5
O=C1c2ccccc2C(=O)N1CCCCN(C(=O)c1cc([N+](=O)[O-])cc([N+](=O)[O-])c1)c1ccc(Cl)cc1	0	-19	18	-10	-3	-4	7	2
Cc1ccc(NC(=O)Nc2ccccc2C(N)=O)cc1	-6	0.3	4	0	9	0	-6	1
CS(=O)(=O)N(CC(N)=O)c1cccc(Br)c1	-5	-1.4	-4	6	6	1	2	0
CC1=C(C#N)C(c2ccoc2)C(C(=O)OCc2ccccc2)=C(N)S1 (centres undefined)	-4	0.2	5	-1	-13	-6	-10	-22
O=C(CCc1nnc(CCC2CCCCC2)o1)NCc1ccon1	-10	0.3	-6	-1	9	0	-2	-3
Cc1cc(=O)oc2cc(OCC(=O)Nc3nnc(CC(C)C)s3)ccc12	-3	2.1	-3	-5	-13	0	5	-3
CCOC(=O)c1ccc(NC(=O)C(=O)NCC2CCCO2)cc1 (centres undefined)	-5	0.6	0	3	7	9	10	-6
COc1cccc(CNC(=O)CSc2ccc(-c3ccco3)nn2)c1	-3	-0.7	-10	-6	-10	0	29	3
Cc1cc2oc(=O)cc(C)c2cc1NC(=O)CCC(=O)O	-8	-0.9	-5	2	-9	-1	-3	-4
CCn1c(SCC(=O)NC2CCCCC2)nnc1-c1cccs1	3	-0.8	-6	0	0	0	-2	6
Cc1nnsc1S(=O)c1ccc(F)cc1 (centres undefined)	2	-0.3	-3	1	7	-1	5	2
Cc1c(C(c2ccc(F)cc2)c2c(C)n(C)n(-c3ccccc3)c2=O)c(=O)n(-c2ccccc2)n1C	18	0.6	4	3	8	-2	5	-4
CCOC(=O)c1[nH]ncc1CN1CCCC(C(=O)c2ccc(SC)cc2)C1 (centres undefined)	-6	-0.1	7	0	-1	-2	21	-4
OCC[C@H]1C[C@H](O)[C@@H](O)[C@@]2(Cc3ccccc3O2)O1	-8	-0.3	-1	5	3	-1	-2	0
Cc1cc(C)c2cc(CN(Cc3cccs3)Cc3nnnn3CC3CCCO3)c(=O)[nH]c2c1 (centres undefined)	-6	1.4	2	0	0	-6	4	-5

Other compounds follow:
SMILES	APOBEC3G inh	MPTP inh	EBI2 block	CXCR6 block	CCR6 antagonist	NR3A LBD binder	Gli-Sufu block	APOBEC3A inh
NC(=O)C1CCCN(Cc2c(C(=O)N3CCc4ccccc4C3)nc3ccc(Cl)cn23)C1 (centres undefined)	-7	-0.4	-11	-12	-12	-2	4	-3
Cc1ccc(S(=O)(=O)N2CCC(C(=O)N3CCc4ccccc43)CC2)cc1C	-6	-0.6	4	-1	16	2	1	-2
Cc1ccc(OCC(=O)NNC(=O)c2ccco2)c(C)c1	26	-0.7	1	4	0	0	-5	-5
Cc1ccc(S(=O)(=O)CCC(=O)NCCN2C(=O)S/C(=C\c3ccccc3)C2=O)cc1	-3	9.5	8	-8	8	0	5	6
CCCN1C(=O)SC(CC(=O)Nc2cccc3ccccc23)C1=O (centres undefined)	-8	0.5	5	-5	-2	0	5	-4
Cc1cc2sc(NC(=O)c3ccco3)nc2cc1Cl	-2	0.5	-2	-4	13	0	-91	-10
CN1CCN(C2=CC3=CC(=C(C#N)C#N)CCC3CC2)CC1 (centres undefined)	.	1.9	3	-8	-12	4	5	.
Cn1cc(SCC(=O)NCc2ccc(F)cc2)c2ccccc21	-8	1.3	-7	14	10	1	2	-2
Cc1cccc(C(=O)O[C@H]2[C@H](Cc3ccccc3)NS(=O)(=O)[C@H]3CC4C=C[C@]23O4)c1	-7	-0.1	11	-7	10	-3	-8	-2
CCn1c(CNC(=O)COC)nc2ccccc21	-7	-1.5	-6	5	0	-1	3	-3
CCCNC(=O)c1ccccc1NC(=O)c1ccc2c(c1)NC(=O)C(C)S2 (centres undefined)	-4	-0.3	3	-4	6	-1	-2	1
COc1ccc(/C=C(\NC(=O)c2ccc(OC)c(OC)c2)C(=O)N2CCN(C)CC2)cc1	-3	-1.5	-7	2	8	-1	-3	2
Cc1ccc(S(=O)(=O)c2nc(S(C)(=O)=O)sc2N2CCN(C)CC2)cc1	-1	-1.0	1	4	-1	1	3	-4
NS(=O)(=O)c1ccc(-c2cccc(/C=C3\SC(=O)NC3=O)c2)cc1	-11	0.8	-9	-4	5	-10	10	-5
CSc1ccc(OCC(=O)Nc2ccc(N3CCOCC3)c(Cl)c2)cc1	-2	0.9	-5	0	25	-10	28	-2
COc1ccc(-c2noc(C3CCCN(S(=O)(=O)c4cccc(Cl)c4C)C3)n2)cc1OC (centres undefined)	-5	-3.5	23	7	12	1	3	0
CC1(C)CC(NC(=O)c2cc([N+](=O)[O-])cc([N+](=O)[O-])c2)CC(C)(C)N1	15	1.3	-8	0	0	-2	-10	-3
CCN(C(=O)CN1CCCC(C)C1)c1c(N)n(Cc2ccccc2)c(=O)[nH]c1=O (centres undefined)	0	-0.2	-6	4	6	2	2	0
COc1ccc(CCNS(=O)(=O)c2ccc3c(c2)NC(=O)CO3)cc1OC	-6	-1.6	-13	-5	4	0	22	1
O=C(Cn1ncc2c(=O)oc3ccccc3c21)N1CCC(N2CCCCC2)CC1	0	-0.5	-5	-8	12	-1	2	-2
NCCCC[C@@H]1NC(=O)c2cc([N+](=O)[O-])cc(I)c2SC[C@@H](C(=O)NCC(N)=O)NC(=O)CNC1=O	-2	-0.2	-18	-18	-10	-1	-13	2
CCc1nnc(NS(=O)(=O)c2ccccc2)s1	-4	-0.6	8	-2	13	1	28	-2
COCCNC(=O)COC(=O)C1=Cc2ccccc2OC1	-3	-0.1	3	-9	-11	0	24	-1
O=C(Cn1cc2c(n1)CCCC2)Nc1cc(-c2cccc(Cl)c2)no1	0	1.4	5	7	19	3	-21	0
COc1ccc(-n2nnc3c(=O)n(CC(=O)N4CCCCC4)cnc32)cc1	-8	0.7	-9	-8	7	4	3	-3
Cc1cccc(C)c1OCC(=O)Nc1cccc(NC(=O)c2ccco2)c1	-5	0.6	7	-4	19	-9	3	0
O=C(NN=Cc1c(O)ccc2ccccc12)C1CC1	.	-0.4	5	-2	12	-5	5	.
CC(=O)Nc1ccc(NC(=O)COC(=O)C2CCCCC2)cc1	-3	-1.7	-20	5	0	-1	-2	0
